BoNT-A LC inh2: BoNT A light chain protease inhibition | multiplex microsphere protease substrate cleavage, flow cytometry | 0.17% of 360,000 active | inhibition, % at 10 µM; further: plate controls were buffer without enzyme for full effect and enzyme alone for no effect
CCHF vOTU inh: blocks the CCHF virus ovarian tumor domain protease. 0.55% of 370,000 active. CCHFV vOTU protease, Pep-AMC fluorescence. inhibition, % at 11.5 µM; in the data active means inhibition above about 30%; further: 0% = vehicle wells with enzyme and 100% = no enzyme wells
PfHsp40 rescue: rescue of PfHsp40-mediated yeast toxicity; AID 504582; growth rescue, % at 12.5 µM; 0.68% of 340,000 active; S. cerevisiae expressing PfHsp40, growth rescue, ATP luminescence; in the data active means growth rescue above about 28%, passing the limit was not always enough; inconclusive means no clear call, values can overlap the other calls;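 further: yeast W303a lacking pdr1 and pdr3 grown in galactose medium; growth measured after three days at 30 °C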
PrPC surface inh: inhibitors of human cell surface prion protein PrPC; P04156; TR-FRET read-out; inhibition, % at 13.8 µM; 0.43% of 370,000 active; in the data active means inhibition above about 24%; further: 0% = median of the test wells and 100% = reference compound wells
Anthrax LF inh2: anthrax lethal factor protease inhibition; inhibition, % at 10 µM; AID 588501; 0.12% of 360,000 active; multiplex microsphere protease cleavage assay, LF; P15917; further: plate controls were buffer without enzyme for full effect and enzyme alone for no effect
Target sequence (P15917 whole entry, looked up): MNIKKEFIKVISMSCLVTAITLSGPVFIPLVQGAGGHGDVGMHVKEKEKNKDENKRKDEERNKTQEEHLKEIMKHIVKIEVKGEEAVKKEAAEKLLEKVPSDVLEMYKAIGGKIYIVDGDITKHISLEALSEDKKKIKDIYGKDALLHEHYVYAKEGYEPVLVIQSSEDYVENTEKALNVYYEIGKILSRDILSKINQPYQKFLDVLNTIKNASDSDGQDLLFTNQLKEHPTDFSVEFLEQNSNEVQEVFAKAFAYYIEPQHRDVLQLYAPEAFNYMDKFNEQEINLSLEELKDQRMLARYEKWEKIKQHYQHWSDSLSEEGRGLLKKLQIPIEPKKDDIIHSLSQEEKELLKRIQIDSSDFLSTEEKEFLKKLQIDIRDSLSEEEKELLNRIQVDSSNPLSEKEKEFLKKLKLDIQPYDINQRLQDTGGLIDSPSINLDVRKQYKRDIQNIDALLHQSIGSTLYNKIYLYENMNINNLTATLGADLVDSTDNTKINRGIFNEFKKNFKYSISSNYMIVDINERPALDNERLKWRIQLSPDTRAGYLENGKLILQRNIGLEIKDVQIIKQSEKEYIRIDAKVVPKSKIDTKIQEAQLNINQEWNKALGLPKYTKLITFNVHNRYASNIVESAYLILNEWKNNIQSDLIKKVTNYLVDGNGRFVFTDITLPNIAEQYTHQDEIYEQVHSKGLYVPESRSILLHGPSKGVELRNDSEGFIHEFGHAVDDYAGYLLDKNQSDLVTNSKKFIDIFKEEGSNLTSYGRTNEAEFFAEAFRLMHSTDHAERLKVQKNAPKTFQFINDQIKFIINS
FadD28 binding: inhibitors of Mycobacterium tuberculosis FadD28 bisubstrate binding; FadD28 bisubstrate probe binding, fluorescence polarization; inhibition, % at 12.5 µM; 0.22% of 360,000 active; AID 588549; in the data active means inhibition above about 8.5%, passing the limit was not always enough; inconclusive means no clear call, values can overlap the other calls
Y pestis TopoI: blocks Yersinia pestis topoisomerase I activity; 0.064% of 360,000 active; Y. pestis Topo-I cleavage product accumulation, plate reader; AID 504884; activity, % at 10 µM; in the data active means activity above about 50%, passing the limit was not always enough; inconclusive means no clear call, values can overlap the other calls; further: inactives centre near 2
BoNT F protease: inhibitors of Botulinum neurotoxin F light chain protease. inhibition, % at 10 µM. 0.22% of 360,000 active. Multiplex microsphere protease cleavage assay, flow cytometry; in the data active means inhibition above about 35%, passing the limit was not always enough; inconclusive means no clear call, values can overlap the other calls; further: plate controls were buffer without enzyme for full effect and enzyme alone for no effect
TcdB inh: inhibitors of Clostridioides difficile toxin B glycohydrolase. P18177. TcdB glycohydrolase enzymatic assay, plate reader. inhibition, % at 9.99 µM. 0.24% of 350,000 active. AID 652162; in the data active means inhibition above about 10%
The depositor's hits bear a star; ? = inconclusive; . = not tested or not shown. Unless noted, no stated cut-off is given here; in the data, active means inhibition above about 30%; inconclusive means no clear call, values can overlap the other calls; inactive means below that.

Molecule	TcdB inh	BoNT F protease	FadD28 binding	Anthrax LF inh2	Y pestis TopoI	PrPC surface inh	BoNT-A LC inh2	CCHF vOTU inh	PfHsp40 rescue
COc1ccc(C(=S)Nc2ccc(N(C)C)cc2)cc1	.	4	0.8	-2	-4	-3	0.9	29	1.8
OCCN(CCO)c1ncnc2c1sc1nc(N3CCOCC3)c3c(c12)CCCC3	.	2	-6.4	-1	31	6	0.9	2	-0.6
Cc1ccc(Cl)c(OCC(=O)Nc2ccccc2C(=O)NC2CC2)c1	0.9	0	-0.8	2	-9	-6	-1.4	3	-0.7
CCCSC(=S)NC1CCS(=O)(=O)C1 (configuration not stated)	.	-10	-0.2	6	-5	9	-1.1	-7	0.6
CCOc1ccc(OCCSc2nc3ccccc3c(=O)[nH]2)cc1	.	-5	-0.8	-4	4	6	-1.3	-13	0.6
O=C(COC(=O)Cc1ccc(Cl)cc1)NCc1ccc(F)cc1	-11	1	-1.9	-3	7	8	2.4	3	0.8
COCCNC(=O)Cn1ccc2cc(S(=O)(=O)N3CCCCC3)ccc21	0.4	-1	-2.2	0	4	-7	-0.7	18	-0.8
O=[N+]([O-])c1cc(S(=O)(=O)C(F)(F)F)ccc1Sc1nc2ccccc2[nH]1	.	-1	-6.7	0	-15	-4	0.1	13	3.5
C=C(C)C(O)COc1c2occc2c(OC)c2ccc(=O)oc12 (configuration not stated)	1.2	-4	-1.1	-7	4	0	-1.0	0	-0.1
CCOc1ccccc1NC(=O)Cn1ncc2ccc([N+](=O)[O-])cc21	1.5	4	-0.4	5	3	-15	-1.9	-1	1.2
OC(c1ccco1)c1nc(-c2cccs2)cs1 (configuration not stated)	-0.6	-12	-4.3	-6	-1	0	0.4	6	.
Cc1ccc(NC(=O)NNC(=O)c2cc3ccccc3cc2O)cc1C	-0.3	-3	-4.1	-2	0	-3	-0.8	6	-0.6
CC(=O)Nc1ccc(NC(=S)Nc2ccc(F)cc2)cc1	1.6	0	-4.7	1	1	-1	0.3	-2	-1.0
O=C(CCc1ccccc1)Nc1ccncc1	.	1	-0.8	-3	-5	10	0.6	50*	-1.1
C/C(=C/C(=O)N1CCc2ccccc21)C(=O)O	-0.8	-1	-2.6	-1	2	1	0.1	10	-0.2
CCN(CC)S(=O)(=O)c1cccc(-c2nnc(SCc3nnc(-c4cccs4)o3)n2N)c1	.	-5	0.3	2	8	3	0.4	-9	-0.8
C=CCOC(=O)C1=C(C)NC(=O)NC1c1cc2c(cc1Br)OCO2 (configuration not stated)	0.3	?	-3.1	0	1	0	1.5	-8	-0.9
CCn1c(=O)c(C(=O)CN(C)Cc2cccc(OC)c2OC)c(N)n(Cc2ccccc2)c1=O	.	0	-1.4	-1	5	-5	-0.2	-1	1.2
Cc1ccc(NC(=O)Cc2c[nH]c3ccccc23)cc1S(=O)(=O)N1CCCCCC1	.	1	3.3	-2	-2	3	0.5	-1	2.4
Cc1ccc(S(=O)(=O)CC(=O)c2ccc([N+](=O)[O-])cc2)cc1	1.3	.	-2.2	.	-7	-4	.	0	0.3
Cc1c(CNCCc2ccc(Cl)cc2)c(C(=O)O)c(C)n1Cc1ccccc1	0.5	-2	-5.6	-3	15	-9	0.0	11	0.2
O=C(Nc1ccc(F)cc1)Nc1ccccc1F	1.8	-3	0.2	0	2	14	-0.6	12	-0.9
COc1ccc(/C(C)=N/NC(=O)CNC(=O)/C=C\c2ccco2)cc1	1.4	2	-1.1	0	-3	-6	-0.6	0	-0.6
CC12COC3(C(=O)N4CCN(c5ccccn5)CC4)CC1CCC32C (configuration not stated)	0.6	-5	-2.6	0	7	0	0.0	-1	0.7
CCOC(=O)c1cn2nc(-c3ccc(OCC)cc3)cc2nc1C1CCN(C(=O)OC(C)(C)C)CC1	.	-3	-1.9	-4	-5	2	-0.1	-4	-0.7

Three of the compounds above, as labelled records.
compound: Cc1ccc(NC(=O)Cc2c[nH]c3ccccc23)cc1S(=O)(=O)N1CCCCCC1
- TcdB inh: .
- BoNT F protease: 1
- FadD28 binding: 3.3
- Anthrax LF inh2: -2
- Y pestis TopoI: -2
- PrPC surface inh: 3
- BoNT-A LC inh2: 0.5
- CCHF vOTU inh: -1
- PfHsp40 rescue: 2.4
compound: O=C(COC(=O)Cc1ccc(Cl)cc1)NCc1ccc(F)cc1
- TcdB inh: -11
- BoNT F protease: 1
- FadD28 binding: -1.9
- Anthrax LF inh2: -3
- Y pestis TopoI: 7
- PrPC surface inh: 8
- BoNT-A LC inh2: 2.4
- CCHF vOTU inh: 3
- PfHsp40 rescue: 0.8
compound: CCN(CC)S(=O)(=O)c1cccc(-c2nnc(SCc3nnc(-c4cccs4)o3)n2N)c1
- TcdB inh: .
- BoNT F protease: -5
- FadD28 binding: 0.3
- Anthrax LF inh2: 2
- Y pestis TopoI: 8
- PrPC surface inh: 3
- BoNT-A LC inh2: 0.4
- CCHF vOTU inh: -9
- PfHsp40 rescue: -0.8

Other results follow.
Molecule	TcdB inh	BoNT F protease	FadD28 binding	Anthrax LF inh2	Y pestis TopoI	PrPC surface inh	BoNT-A LC inh2	CCHF vOTU inh	PfHsp40 rescue
O=C(O)C1Oc2ccccc2C1c1ccccc1 (configuration not stated)	-1.8	-1	-0.3	-6	9	-8	-0.4	-4	-1.5
C[C@]12C[C@H](O)[C@@H]3c4ccc(O)cc4CCC3[C@@H]1CCC2=O (some centres not stated)	1.9	-6	-0.2	-7	-4	-2	0.2	6	-0.8
COc1ccc(-n2c(C)c3c(C)nnc(C)c3c2C)cc1OC	0.9	-18	-1.2	-12	10	3	0.6	13	.
CCn1c(-c2cc(Br)cc(OC)c2O)nc2cc(S(=O)(=O)N(C)C)ccc21	.	-1	-3.3	-4	7	5	0.6	3	2.6
COc1cccc(-c2nc(N3CCC(C)CC3)c3ccccc3n2)c1O	.	?	-4.1	2	18	-8	1.5	3	0.7
Cn1c(=N)n(CC(=O)c2ccc(F)cc2)c2ccccc21	4.3	15	1.3	5	-2	2	-2.1	-16	1.7
COc1ccc(-c2noc(CN(C(=O)c3ccc4c(c3)OCO4)C(C)C)n2)cc1OC	-0.1	10	0.1	4	15	2	2.2	-9	-0.6
CN(C)S(=O)(=O)c1ccc(-c2cn3ccccc3n2)cc1	.	-3	-2.6	-12	-3	10	0.4	-138	-1.5
COC(=O)CN1C(=O)C(O)(CC(=O)c2ccc(Br)cc2)c2ccccc21 (configuration not stated)	-0.7	-4	-1.8	-9	4	-16	0.1	14	-0.7
O=C(NCc1cccc2[nH]ccc12)C1CCC(=O)N(CCc2ccccc2)C1 (configuration not stated)	0.3	4	-0.7	-2	6	-3	0.1	10	-0.8
CCc1nnc(NC(=O)CCC(=O)O)s1	0.2	-6	-2.4	3	0	-4	-0.1	2	0.4
Cc1[nH]n(-c2ccccc2)c(=O)c1N=Nc1c(Cl)cccc1Cl	.	?	?	0	7	.	?	.	-1.7
CC(C)(CC(=O)OCC(=O)Nc1ccccc1F)CC1=NS(=O)(=O)c2ccccc2N1	-0.1	-4	-1.0	3	8	8	0.3	2	0.2
COc1ccc(C(=O)NCCn2cc(SCC(=O)N3CCOCC3)c3ccccc32)cc1	0.2	-17	-1.4	-8	-8	-2	-0.8	3	-0.7
O=C(OC1CC2CC1[C@H]1CCCCN1C2=O)N1CCN(S(=O)(=O)c2ccccc2)CC1 (some centres not stated)	1.9	-5	.	-9	.	-1	-1.6	1	.
COc1cc(NC(=O)COC(=O)C2CC(O)CN2S(=O)(=O)c2ccc(Cl)cc2)c(C)cc1[N+](=O)[O-] (configuration not stated)	1.2	-2	-7.7	2	1	0	0.3	11	1.7
CCCn1c(NCc2ccc(C)o2)nc2ccccc21	0.8	-2	0.9	-1	9	-8	0.0	-16	2.2
CN1CCNC(=O)C1CC(=O)NCCc1ccccc1F (configuration not stated)	-0.6	0	-1.8	4	-8	3	-0.9	7	0.0
COc1ccc(-c2coc3cc(O)cc(O)c3c2=O)cc1	2.7	2	-0.5	-8	1	-1	-0.7	8	199*
Cc1ccc(-c2nc(CS(=O)CC(=O)NCCCN3CC(C)CC(C)C3)c(C)o2)cc1 (configuration not stated)	-0.8	-4	0.0	-1	8	1	0.1	-3	-0.7
O=C(NCCc1ccccn1)c1cccnc1Oc1ccc(Cl)cc1	1.2	4	-1.2	-8	-3	2	-0.7	-7	-1.2
CCOc1nc(N2CCCCC2)nc(-n2cc(-c3ccccc3)nn2)n1	.	-2	-1.1	0	-3	7	0.3	-14	-1.1
COc1c(F)c(F)c(-c2csc(N)n2)c(F)c1F	.	-8	-1.5	-2	-3	1	0.8	-1	-0.6
CCc1cccc(C)c1NC(=O)CNCc1ccccc1	0.5	11	-1.8	2	-4	-2	0.5	0	-1.0
O=C(NCCCN1CCN(c2ccccc2)CC1)Nc1ccccc1C(F)(F)F	.	6	-2.5	0	-8	-8	1.0	6	4.6

Next part:
Molecule	TcdB inh	BoNT F protease	FadD28 binding	Anthrax LF inh2	Y pestis TopoI	PrPC surface inh	BoNT-A LC inh2	CCHF vOTU inh	PfHsp40 rescue
CCCCCc1ccc(-c2ccc(/C=C/C(=O)O)cc2)nc1	.	13	-3.0	5	-1	0	2.3	3	-0.4
COc1cccc(C(=O)N2CCC3(CC2)OCCO3)c1	-1.4	-12	-3.4	1	-5	-2	-1.1	-8	-1.0
Cc1cccc(C(=O)Nc2cccc(-c3ccc4nncn4n3)c2)c1	-1.2	-9	0.3	-9	-9	-14	-1.0	-7	-0.3
CC(C)CC(=O)OCC(=O)Nc1ccccc1Sc1ccccc1	1.3	-3	0.6	0	25	4	-1.1	12	2.3
CCCc1ccc(S(=O)(=O)N2CCN(C(=O)c3cc(C)on3)CC2)cc1	0.0	3	-3.3	-4	12	9	0.3	-2	.
CCC(C(=O)NC(CC(=O)O)c1ccc(Cl)cc1)c1ccccc1 (configuration not stated)	-0.2	-20	-3.4	8	0	1	-2.2	-7	0.1
CS(=O)(=O)c1ccc2nc(NC(=O)c3cc(-c4ccccc4)nn3-c3ccccc3)sc2c1	0.5	-5	-2.0	-1	47	1	0.4	1	0.9
CC(C)Oc1ccc(S(=O)(=O)N2CCCCC2)cc1NC(=O)CN1C(=O)NC(C)(C2CC2)C1=O (configuration not stated)	0.7	-8	-0.1	-5	19	-4	-1.0	-5	0.3
COc1ccc([N+](=O)[O-])cc1NC(=O)C(C)N(C)Cc1cccc(OC)c1OC (configuration not stated)	0.4	-6	-1.6	-1	-5	-1	-0.8	0	23
COc1ccc(-c2nc3cc(NC(=S)NC(=O)Cc4ccccc4)ccc3o2)cc1	.	-1	-2.4	1	9	0	0.5	-9	-2.0
COc1ccc(NC(=O)c2nc(S(=O)(=O)Cc3cccc(C)c3)ncc2Cl)c(OC)c1	0.1	-2	-2.6	-2	-1	8	-0.3	20	0.4
O=C(O)C[C@H]1c2cc(C(F)(F)F)ccc2S(=O)(=O)N1C1CCCCC1	2.2	-8	-0.7	-1	4	0	0.2	-3	-0.6
COc1ccc(/C=N/NC(=O)Cn2cnc3c2c(=O)n(C)c(=O)n3C)c(OC)c1OC	0.1	-10	-0.4	-2	3	-3	-0.6	-4	.
N#Cc1ccc(NC(=O)COc2ccc(-n3cnnn3)cc2)cc1	0.3	-3	-1.7	-11	-5	12	0.0	-8	-0.5
Cn1cc(Br)c(C(=O)N/N=C/c2cc3ccccc3nc2Cl)n1	0.2	-17	-0.8	-3	-7	-17	-3.9	0	1.6
COc1ccccc1N(CC(=O)NCCC1=CCCCC1)S(=O)(=O)c1ccccc1	0.6	-9	-1.4	-6	3	0	-1.2	9	2.1
Cc1cc(C)cc(NC(=S)N(Cc2cccc(Br)c2)CC2CCC(C(=O)O)CC2)c1 (configuration not stated)	0.6	0	-1.8	-3	-7	5	-2.1	0	0.3
CCCCn1cnc2c1c(=O)n(C)c(=O)n2C	1.1	-7	0.5	-3	0	2	-3.2	6	0.4
CCOc1ccccc1NC(=O)COC(=O)CSc1ccc(Cl)cc1	0.1	-2	-2.1	-2	41	1	0.1	9	0.1
Cc1cccc(OCC(=O)N2CCN(Cc3ccncc3)CC2)c1	.	6	0.7	-5	2	-1	0.1	1	-0.4
COC(=O)c1sccc1NC(=O)Cn1nnc(-c2ccccc2C)n1	0.4	-1	-1.3	0	-4	5	-0.2	-13	1.4
N#C/C=C(/c1ccc(F)cc1)N1CCOCC1	0.1	-5	-2.9	-5	-11	-5	-0.1	-9	-1.5

This is a random part of the collection; 2.3% or so of the library scored in one or more.
